Screening data deposited in PubChem by The Scripps Research Institute Molecular Screening Center.
PRMT1 inh: blocks human protein arginine methyltransferase 1 | inhibition, % at 2.79 µM | AID 652257 | recombinant PRMT1, activity-based probe fluorescence polarization | 1.3% of 370,000 active | Q99873;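 active = inhibition above about 21% made by adding two undisclosed values, limit read from the data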
HTRA1 inhibitor: HTRA1 (human) protease inhibition; recombinant HTRA1, FP-rhodamine activity-based probe, fluorescence polarization; inhibition, % at 5.96 µM; 0.5% of 340,000 active; in the data active = inhibition above about 36%;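 note: 0% = enzyme with DMSO and 100% = wells lacking enzyme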
mABHD4 FP: ABHD4 (mouse) inhibition, primary FP screen | purified mABHD4, FP-Rh probe fluorescence polarization | AID 720543 | inhibition, % at 8.92 µM | 0.54% of 370,000 active | Q8VD66;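 active = inhibition exceeding the mean over every tested compound plus 3 SD, cut at about 30% in these data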;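 note: 0% = plate median of compound wells and 100% = S159A mutant with DMSO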
Target sequence (Q8VD66 whole entry, looked up): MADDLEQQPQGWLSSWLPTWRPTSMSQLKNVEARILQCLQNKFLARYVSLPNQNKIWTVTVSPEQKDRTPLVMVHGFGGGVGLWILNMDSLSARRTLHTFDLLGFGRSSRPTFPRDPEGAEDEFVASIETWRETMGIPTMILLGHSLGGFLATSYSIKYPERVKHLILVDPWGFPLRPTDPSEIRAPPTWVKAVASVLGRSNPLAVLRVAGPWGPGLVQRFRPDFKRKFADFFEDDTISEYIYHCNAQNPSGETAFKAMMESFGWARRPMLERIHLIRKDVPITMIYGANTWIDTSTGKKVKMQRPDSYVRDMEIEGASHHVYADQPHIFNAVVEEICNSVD
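Assay system: mouse ABHD4 enzyme, wild type / Also added: fluorescent activity-based probe FP-Rh / Doses: single nominal dose of 8.92 µM, 0.89% DMSO final / Timing: 45 min compound pre-incubation plus 60 min probe step, 25 °C / Signal: FP readout, ex 525 nm / em 598 nm / Control set: S159A mutant/DMSO as 100%, compound-well median as 0%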
LEDGF integ inh: blocks HIV-1 LEDGF/p75-dependent DNA integration. TR-FRET IN-LEDGF/p75 DNA integration, Eu/Cy5. inhibition, % at 3.7 µM. 0.64% of 370,000 active. AID 743269;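 active = inhibition above the screen-wide mean plus 3 SD, cut at about 13% in these data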;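 note: signal is the Cy5 over europium emission ratio at 671 and 618 nm; 0% = plate median of compound wells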
TCR CD3 inh: human TCR-CD3 binding inhibition; TAMRA-labeled TCR probe fluorescence, biochemical; inhibition, % at 9.4 µM; 0.37% of 360,000 active; AID 651800; in the data active = inhibition above about 19%;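 note: recombinant mutant TCR 2C K166C tagged with TAMRA read by polarization; 0% = receptor in buffer alone and 100% = receptor with positive control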
SIAE primary: blocks human sialic acid acetylesterase | SIAE FP-Rh probe binding, fluorescence polarization | inhibition, % at 9.66 µM | AID 1053197 | 0.69% of 370,000 active | Q9HAT2;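 active = inhibition above a cutoff: mean of compounds within the control limits plus 3 SD of those, cut at about 17% in these data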;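 note: 0% = plate median of compound wells and 100% = probe without SIAE protein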
Target sequence (Q9HAT2 whole entry, looked up): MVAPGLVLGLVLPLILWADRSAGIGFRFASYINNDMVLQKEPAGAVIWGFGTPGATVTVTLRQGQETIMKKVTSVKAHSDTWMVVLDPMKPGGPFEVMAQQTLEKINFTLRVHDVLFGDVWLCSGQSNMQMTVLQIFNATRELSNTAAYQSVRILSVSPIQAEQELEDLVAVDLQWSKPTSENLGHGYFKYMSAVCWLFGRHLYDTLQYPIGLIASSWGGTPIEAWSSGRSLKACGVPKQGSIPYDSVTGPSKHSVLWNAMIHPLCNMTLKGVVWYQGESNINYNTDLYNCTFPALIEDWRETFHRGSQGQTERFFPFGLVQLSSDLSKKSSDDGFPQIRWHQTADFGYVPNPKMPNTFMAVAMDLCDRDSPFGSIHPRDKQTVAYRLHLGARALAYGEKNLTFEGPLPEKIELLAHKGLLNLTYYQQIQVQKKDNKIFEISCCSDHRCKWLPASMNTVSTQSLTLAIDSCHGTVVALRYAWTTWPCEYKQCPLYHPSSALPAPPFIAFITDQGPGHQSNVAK
TDP2 inh: blocks human TDP2 phosphodiesterase activity. recombinant TDP2, T5PNP hydrolysis, p-nitrophenol absorbance 415 nm. inhibition, % at 12.8 µM. 0.34% of 370,000 active;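 active = inhibition above the mean of all tested compounds plus 3 SD, set per campaign, cut at about 25% in these data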;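 note: 0% = DMSO with enzyme and 100% = buffer with substrate but no TDP2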
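Evaluation: % inhibition relative to enzyme-containing and enzyme-free wells. Material: recombinant human TDP2. Benchmarks: enzyme-free and DMSO wells. Timing: enzyme reaction with compound for 2 h at 37 °C. Compound dosing: 12.8 µM only. Measured by: p-Nitrophenol epi absorbance. Reagent: T5PNP substrate at 5 mM, a TopII-DNA adduct mimic. Replication: single well per compound.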
DDE Tn7 FP inh: disrupts Tn7 cyclic peptide binding to fibrin D-Dimer-E complex | P02675 | 0.13% of 370,000 active | inhibition, % at 8.3 µM | AID 720508 | FP displacement of FITC-Tn7 peptide from fibrin DD(E); 0% = median of compound wells per plate;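 active = inhibition above the mean of compounds falling within the control limits plus 3 SD of them, cut at about 14% in these data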;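 note: 0% = plate median of compound wells and 100% = 10 µM Aha-Tn7 peptide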
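Measure: % inhibition scaled between sample-field median and high-control FP; Test system: human fibrin DD(E); Quantity: 2 µM final DD(E) protein; Doses: one dose, 8.3 µM nominal; Schedule: compound with protein 10 min, then 3 h after probe, room temperature; Detection: fluorescence polarization; Medium: Tris buffer with calcium and detergent, pH 7.8.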
UHRF1 binding: UHRF1 methyl-DNA binding inhibition; 0.75% of 370,000 active; UHRF1 binding to methylated oligo, TR-FRET; inhibition, % at 4.4 µM; Q96T88; in the data active = inhibition above about 21%;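 note: UHRF1 SRA domain binding a hemimethylated CpG hairpin DNA probe; 0% = median of test compound wells and 100% = reference inhibitor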
PG9 binder: small molecules binding HIV-1 gp120 antibody PG9. inhibition, % at 6.7 µM. 0.43% of 360,000 active. TR-FRET gp120-PG9 antibody binding; in the data active = inhibition above about 8.5%
An asterisk follows results filed as active; nt = not tested or not shown; & = joins results of further samples. Not a hit list. About 4.2% of those tested had a hit in this group.

entry	PRMT1 inh	HTRA1 inhibitor	mABHD4 FP	LEDGF integ inh	TCR CD3 inh	SIAE primary	TDP2 inh	DDE Tn7 FP inh	UHRF1 binding	PG9 binder	molecule
1	2	-3	4	2	-2	-2	-11	0	2	1.8	CCCc1cc(=O)[nH]c(SCC(=O)Nc2cc3c(cc2C(C)=O)OCO3)n1
2	6	0	2	-3	-3	2	4	3	4	-1.0	COc1cccc(C(=O)NCC(=O)OCC(=O)NC2CCCCC2)c1
3	-3	-3	6	-2	6	0	0	-7	-1	-1.4	O=C(NC1CC1)C1CCN(Cc2cnn(-c3ccccc3)c2-n2cccc2)CC1
4	-3	-4	1	-1	-4	0	8	2	0	2.8	O=C(COC(=O)CCCNC(=O)c1ccc(Cl)cc1)NCc1ccccc1Cl
5	4	-7	2	0	1	0	-5	-2	6	-0.8	C/C(=N/NC(=O)CNC(=O)C1COc2ccccc2O1)c1ccc([N+](=O)[O-])cc1 (configuration not stated)
6	3	2	5	1	-5	3	14	2	-1	2.3	CC1(C)Cc2c(sc(NC(=O)C(=O)N3CCCC3)c2C(=O)O)CO1
7	1	-5	3	-1	4	0	11	7	-1	-0.2	C=CCNC(=S)NCc1ccc(CNC(=S)NCC=C)cc1
8	-4	-1	-3	5	-1	2	-10	-1	2	-2.0	Cc1nc2ccc(NC(=O)c3ccc([N+](=O)[O-])cc3[N+](=O)[O-])cc2s1
9	-4	-2	1	-1	-2	5	5	1	0	1.1	CN(C)C(=O)CCC(=O)N(C)CC1CCCN(CCc2ccc(F)cc2)C1 (configuration not stated)
10	-4	1	7	0	2	1	5	0	20	-2.0	CCn1c(=O)n(CC(=O)N2CC(C)CC(C)C2)c(=O)c2ccccc21 (configuration not stated)
11	-4	-1	-4	-1	5	7	-8	-11	1	0.5	CC(=O)c1ccc(NS(=O)(=O)Cc2ccccc2)cc1
12	-2	4	4	-5	1	14	3	3	-2	-1.9	CN(C)c1ccc(CCc2ccc(N)cc2)cc1
13	0	-1	-2	-4	-1	-1	2	-6	-2	-0.5	Cc1cc2ccccc2c(=O)n1CC(=O)NCC(=O)N1CCN(c2ccccc2F)CC1
14	-1	0	0	3	2	1	-2	3	-1	-0.3	FC(F)(F)c1cnc(-c2cnc(-c3ccncc3)nc2)c(Cl)c1
15	0	-2	8	-1	-2	6	6	1	-2	-0.4	CCCn1nc(C(=O)Nc2ccc3nc(N4CCOCC4)sc3c2)ccc1=O
16	2	7	19	0	-3	1	3	0	13	0.6	O=C1C2CC=C(Cl)CC2C(=O)N1CC1OCCc2ccccc21 (configuration not stated)
17	3	1	-2	0	3	2	12	4	0	-1.5	Cc1ccc(C(=O)Nc2cc3c(oc2=O)CCCC3=O)cc1
18	3	-3	-3	2	5	1	11	-2	0	2.5	COc1ccc(C(=O)Nc2ccc(NC(=O)c3cccc(F)c3)cn2)cc1
19	-5	nt	-14	7	6	-9	-4	-5	-1	-1.7	CSCCC(C(=O)Nc1c(C)cccc1C)n1c(COc2ccc(C)cc2)nc2ccccc21 (configuration not stated)
20	0	39*	42*	1	1	8	2	-8	-1	-0.2	CCCCC(=O)Nc1nc(C)c(-c2csc(Nc3cc(OC)ccc3OC)n2)s1
21	1	18	1	3	10	11	-7	-3	4	0.3	CCn1c2ccccc2c2cc(NC(=O)Cc3ccc(S(=O)(=O)N4CCOCC4)s3)ccc21
22	-3	0	-3	-1	1	1	6	-3	-2	0.6	Cc1ccc(OCC(=O)Nc2ccccc2C(=O)NC2CC2)cc1
23	-2	-3	7	1	-4	3	2	2	0	0.6	O=C(COC(=O)c1ccc2c(c1)OCCO2)Nc1ccccc1C(F)(F)F
24	-2	9	-10	-4	-1	-1	0	2	-1	-0.8	Cn1c(N)c(C(=O)COC(=O)CCc2c[nH]c3ccccc23)c(=O)n(C)c1=O
25	0	5	10	-4	-2	-2	-2	-1	36*	-0.1	CC1CN(S(=O)(=O)c2ccc(C(=O)Nc3ccc(S(=O)(=O)Nc4ncccn4)cc3)cc2)CC(C)O1 (configuration not stated)
26	-2	5	-1	3	7	4	7	2	-1	0.2	CCN(CC1CCCO1)C(=O)c1cc(COc2ccc(F)cc2F)on1 (configuration not stated)
27	0	4	-3	2	-1	-5	-1	1	2	-2.6	CCN(CC(=O)Nc1ccccc1C(F)(F)F)C(=O)C1=COCCO1
28	2	-1	4	-5	1	-7	7	9	2	1.2	Cc1ccc(OCCCCCN2CCOCC2)c(Cl)c1
29	7	-1	2	-4	23*	11	-6	4	1	1.2	Cc1ccc(S(=O)(=O)CCC(=O)Oc2ccc3c(C)cc(=O)oc3c2)cc1
30	2	7	-4	-4	1	4	8	-6	3	0.0	Cc1ccccc1NC(=O)c1ccccc1O

2 of the compounds above, with each value named.
22) Cc1ccc(OCC(=O)Nc2ccccc2C(=O)NC2CC2)cc1
  PRMT1 inh: -3	HTRA1 inhibitor: 0	mABHD4 FP: -3	LEDGF integ inh: -1	TCR CD3 inh: 1	SIAE primary: 1	TDP2 inh: 6	DDE Tn7 FP inh: -3	UHRF1 binding: -2	PG9 binder: 0.6

23) O=C(COC(=O)c1ccc2c(c1)OCCO2)Nc1ccccc1C(F)(F)F
  PRMT1 inh: -2	HTRA1 inhibitor: -3	mABHD4 FP: 7	LEDGF integ inh: 1	TCR CD3 inh: -4	SIAE primary: 3	TDP2 inh: 2	DDE Tn7 FP inh: 2	UHRF1 binding: 0	PG9 binder: 0.6

Next results follow:
entry	PRMT1 inh	HTRA1 inhibitor	mABHD4 FP	LEDGF integ inh	TCR CD3 inh	SIAE primary	TDP2 inh	DDE Tn7 FP inh	UHRF1 binding	PG9 binder	molecule
31	2	3	10	0	3	1	6	-1	1	-1.0	NC(=O)C1CCN(C(=O)CSc2nc3c(c(-c4ccccc4)n2)CCCC3)CC1
32	-1	2	-4	-2	7	5	13	-5	1	-2.5	C=CCn1c(SCC(=O)NCC(=O)OCC)nnc1-c1ccccn1
33	-4	-15	1	-1	9	0	-5	1	-3	-2.7	O=C(Nc1ccc[n+](CC(=O)c2cccc3ccccc23)c1)c1ccccc1
34	0&-7	-3	4&-10	-1&2	-2&7	3&0	15&-10	8&-6	1&-1	0.3&-1.2	Cc1ccc(CN2C(=O)C(CC(C)C)Nc3ncnc(N4CCOCC4)c32)cc1 (configuration not stated)
35	-3	-3	-5	-4	-2	-3	-9	1	-1	0.6	O=C(c1noc2c1CCCC2)N1CCC(CO)(Cc2ccccc2Cl)CC1
36	2	-6	1	-1	-3	1	6	-2	-1	-8.8	CN(C)CCNC(=O)/C(=C/c1ccc(-c2cccc([N+](=O)[O-])c2)o1)NC(=O)c1ccccc1
37	-9	nt	3	2	-7	-6	-6	1	-2	-1.8	CCOC(=O)C1CSCCS(=O)(=O)N1Cc1ccc(Cl)cc1 (configuration not stated)
38	-3	3	-1	-1	3	0	8	-4	12	-0.6	CCOc1ccc(NC(=O)COc2ccccc2)c([N+](=O)[O-])c1
39	-3	-12	-7	3	-6	9	-11	-9	4	0.8	Cc1onc(-c2ccccc2)c1C(=O)Nc1ccccc1N1CCOCC1
40	-1	7	-2	5	-2	5	7	3	-2	-0.1	Cc1ccc(NC(=O)CN2CCN(C(=O)c3ccco3)CC2)cc1
41	1	2	5	0	-5	0	-2	4	-3	-1.9	CCCNC(=O)/C(C#N)=C1\N=C(NC(=O)c2cccs2)c2ccccc21
42	11	-3	-15	2	-2	-3	-15	4	8	0.8	CCN(CC)C(=O)Cn1cc(SCC(=O)NC2CCCCC2)c2ccccc21
43	0	2	0	0	-2	13	7	-2	1	-0.5	CNC(=S)NNC(=O)c1sccc1OCc1ccc(Cl)cc1Cl
44	0	-6	0	-1	1	2	-12	-7	6	1.1	CCCCSc1ncc(C(=O)OCC)c(N)n1
45	0	3	8	0	-4	-1	3	1	5	-0.5	Cc1cccc(N2CCN(CC(O)COCc3cccs3)CC2)c1C (configuration not stated)
46	3	nt	-18	3	nt	-11	-6	-5	0	nt	COc1ccc(C2Nc3ccccc3C(=O)N2Cc2ccco2)cc1COc1ccccc1C (configuration not stated)
47	5	13	4	-1	1	1	-3	8	-2	0.1	O=C(CCOc1ccccc1)N1CCCC(Nc2ccccc2)C1 (configuration not stated)
48	-1	2	3	-5	-1	-1	14	4	0	-0.6	O=C(C1CCN(S(=O)(=O)c2ccc(F)cc2)CC1)N1CC=C(c2ccccc2)CC1
49	8	-8	7	-5	-5	3	-8	2	4	-1.1	CCOC(=O)N1CCC(=NNC(=O)NC2CCCCC2)CC1
50	0	-5	7	2	5	-9	2	-5	1	-0.5	COc1cc(C(=O)NNC(=O)COc2ccc(C)cc2)ccc1OCC(=O)N1CCOCC1
51	-2	-6	-1	-1	6	6	-1	-6	0	0.4	O=C(Cc1ccccc1)N1CCC(C(=O)N2CCN(c3ccc(F)cc3)CC2)CC1
52	-5	-13	-1	1	2	3	-8	7	-1	0.3	Cc1cc(C)cc(NC(=O)N2CCN(C/C=C/c3ccccc3)CC2)c1
53	-3	-7	1	3	2	-2	-5	3	-2	-2.2	S=C(N/N=C/c1cccc2ccccc12)Nc1cccc(Cl)c1
54	-1	7	8	3	4	0	6	2	-1	-3.1	Cc1ccc(NC(=S)N=Nc2c(O)n(C)c3ccc(S(=O)(=O)N4CCOCC4)cc23)cc1C
55	0	-1	-1	3	-1	-6	4	8	-2	1.6	CCNc1nc(Cl)nc(NCc2ccccc2)n1
56	-1	4	-2	0	4	6	11	0	-4	-2.8	Cc1cc(CNC(=O)COc2ccc([N+](=O)[O-])cc2)c2ccccc2n1
